Source: PubChem BioAssay (several laboratories)
DPM-DC inhibit – S. pneumoniae DPM-DC inhibitors, primary screen, biochemical, PK/LDH-coupled NADH fluorescence. purified DPM-DC. diphosphomevalonate decarboxylase (Streptococcus pneumoniae D39). AID 556, 2006. calls only at 10 µM. 0.49% of 65,000 active;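 active means the 320 compounds with the highest percent inhibition in the single-dose primary screen, excluding strongly autofluorescent ones, cut at about 32% in these data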;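 further: kinetic rate of NADH fluorescence loss reporting ADP formed by the decarboxylase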
Alkaline phosphatase – human TNAP enzyme inhibitors, biochemical, luminescent (AID 518) | Alkaline phosphatase, tissue-nonspecific isozyme (Homo sapiens) | purified TNAP enzyme, luminescent substrate readout; higher % means a stronger effect | inhibition, % at 20 µM; hits with a dose series show IC50 in µM | 0.09% of 64,000 active; in the data active means a potency from the dose series; inactive means the rest, 99 in 100 with inhibition below about 22%;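 further: plate controls were vehicle for no effect and reference inhibitor for full effect; many of its hits are not listed in these tables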
KRASV12 cytotoxicity – cytotoxicity in KRAS-transformed pancreatic duct cells, primary screen, cell-based, fluorescence, HTS (AID 431); HPDE-C7K KRASV12 cells, Alamar Blue viability, 48 h; higher % means a stronger effect; one-dose cytotoxicity, % at 10 µM; EC50 in µM for titrated hits; 1.7% of 63,000 active;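 active means compounds whose percent cytotoxicity in the single-dose primary screen, scaled between solvent and toxic-drug controls, exceeds 50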;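 further: 0% = DMSO solvent wells and 100% = doxorubicin-treated wells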
Bfl-1 inhibitors – Bfl-1 inhibitors, primary screen, biochemical, fluorescence polarization, FITC-Bid, mouse (AID 432). displacement, % at 20 µM; hits with a dose series show IC50 in µM. Bcl-2-related protein A1 (Mus musculus). FITC-Bid BH3 peptide fluorescence polarization displacement; higher % means a stronger effect. 0.02% of 64,000 active; in the data active means a potency from the dose series; inactive means the rest, 99 in 100 with displacement below about 15%; further: strong numbers were not always called active
HT1080 cytotoxicity – cytotoxicity in HT1080 fibrosarcoma cells, cell-based, fluorescence readout (AID 620) | HT1080 viability, fluorescence; higher % means a stronger effect | 0.42% of 87,000 active | cytotoxicity, % at 10 µM, or EC50 in µM where a hit was titrated;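 further: cells exposed to compound overnight then 4 h with Alamar Blue; 0% = vehicle DMSO and 100% = killing control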
HPDE-C7 viability – cytotoxicity in HPDE-C7 cells, cell-based, fluorescence, HTS (AID 430); HPDE-C7 pancreatic duct cells viability, fluorescence; higher % means a stronger effect; one-dose cytotoxicity, % at 10 µM; EC50 in µM for titrated hits; 1.8% of 63,000 active;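 further: cells exposed to compound for 48 hours before viability readout; 0% = vehicle and 100% = reference cytotoxic drug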
Spn PMK inh – S. pneumoniae PMK inhibitors, primary screen, biochemical, mevalonate pathway, pilot trial included | phosphomevalonate kinase (Streptococcus pneumoniae D39) | purified PMK, PK/LDH-coupled NADH absorbance 340 nm | inhibition, % at 10 µM | 0.49% of 65,000 active | AID 539, 2006;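 active means top-ranked compounds by inhibition in the single 10 µM screen, taking a fixed number of the strongest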;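 further: 0% = full reaction with DMSO carrier and 100% = background rate without enzyme reaction; no value below 0 was filed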
LYP phosphatase – LYP phosphatase inhibitors, primary screen, biochemical, DiFMUP fluorescence, recombinant catalytic domain, 10 µM (AID 606); inhibition, % at 10 µM, or IC50 in µM where a hit was titrated; recombinant LYP catalytic domain, DiFMUP fluorescence; higher % means a stronger effect; Tyrosine-protein phosphatase non-receptor type 22 (Homo sapiens); 52,000 tested, under 10 active;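 active means IC50 under 40 µM in the dose-response test; inactive means IC50 of 40 µM or more, or never dose-tested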
MK inhibit – S. pneumoniae MK inhibitors, primary screen, biochemical, PK/LDH-coupled NADH absorbance | mevalonate kinase [Streptococcus pneumoniae D39] | purified MK, PK/LDH-coupled NADH absorbance 340 nm | inhibition, % at 10 µM | 0.48% of 65,000 active | AID 555, 2006;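 active means ranked among the strongest by inhibition in the single 10 µM screen, a fixed top-ranked set picked for dose follow-up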; further: no value below 0 was filed
Spn PMK inh pilot replicates – recorded beside Spn PMK inh, whose call it bears; inhibition, %; measured here: pilot screen replicates
MK inhibit pilot replicates – further read-out of MK inhibit, marked with its call; inhibition, %; measured here: pilot screen replicates
DPM-DC inhibit pilot screen % – second read-out of DPM-DC inhibit, no call of its own (marks repeat the call); inhibition, %; measured here: pilot screen trials
* hit, by the source's call; i = inactive; x = no result given; + = active, no number. Unless noted, no stated cut-off is given here; in the data, active means cytotoxicity above about 50%; inactive means the rest.

SMILES	DPM-DC inhibit	Alkaline phosphatase	KRASV12 cytotoxicity	Bfl-1 inhibitors	HT1080 cytotoxicity	HPDE-C7 viability	Spn PMK inh	LYP phosphatase	MK inhibit	others
CCOC(=O)CSc1nnc([C@H](C)NC(=O)OC(C)(C)C)o1	i	14.1%	12.0%	-3.8%	29.1%	2.3%	3.0	-3.1%	0.0	Spn PMK inh pilot replicates=4.0;MK inhibit pilot replicates=0.0;DPM-DC inhibit pilot screen %=2.0
COCCCNC(=O)CS(=O)(=O)Cc1nc(-c2cccc(OC)c2)oc1C	i	11.3%	-6.5%	2.1%	2.1%	-6.5%	5.0	x	0.0
COc1ccc(OC)c(C2CC(=O)N3CN(c4cccc(Cl)c4C)CSC3=C2C#N)c1 (stereo not given)	i	7.8%	-18.7%	3.7%	7.3%	-8.3%	0.0	-5.6%	2.0
O=C1C(c2ccncc2)=C(O)c2ccccc21	i	17.0%	9.9%	6.2%	2.6%	-1.4%	10.0	8.8%	9.0	Spn PMK inh pilot replicates=3.5;MK inhibit pilot replicates=0.0;DPM-DC inhibit pilot screen %=2.0
O=C(CSc1ncn[nH]1)OCN1C(=O)c2ccccc2C1=O	i	13.3%	12.2%	-8.4%	-10.3%	7.6%	4.0	8.3%	0.0
Cc1c(NC(=O)C(C)N2C(=O)C3C4C=CC(C4)C3C2=O)c(=O)n(-c2ccccc2)n1C (stereo not given)	i	3.4%	-8.2%	-9.6%	-3.5%	-11.7%	5.0	5.8%	6.0
CCCCn1nnc(NC(=O)c2ccc(-c3ccccc3)cc2)n1	i	8.6%	22.7%	-1.1%	-0.2%	9.2%	6.0	9.8%	4.0
COCCn1c(=S)[nH]c2ncccc2c1=O	i	0.2%	0.6%	-5.9%	3.5%	-4.6%	5.0	-3.9%	1.0
CN(C)CCCOC(=O)c1cc2ccccc2o1	i	16.5%	-15.1%	-8.8%	-1.0%	-21.2%	4.0	x	8.0
CCOC(=O)C1CCN(C(=O)c2ccccc2Oc2ccccc2)CC1	i	7.8%	5.5%	0.5%	-3.9%	1.7%	4.0	-13.5%	10.0
CN1C(=O)C(C(=O)NC(C)(C)C)C2c3ccccc3OC13CCCCC23 (stereo not given)	i	8.7%	-0.2%	-0.8%	2.1%	-1.8%	12.0	-15.0%	0.0
COc1ccc(NC(=O)N2c3ccccc3CC2C)cc1OC (stereo not given)	i	-2.3%	-9.1%	1.3%	2.5%	-8.2%	10.0	8.9%	12.0
COc1cc(OC)c(S(=O)(=O)N2CCCCC2)cc1S(=O)(=O)N1CCCCC1	i	5.3%	-7.0%	0.3%	-4.7%	1.9%	7.0	0.0%	7.0
Cc1ccc(S(=O)(=O)N2CCC(C(=O)NCCCN3CCCCCC3)CC2)cc1	i	-1.9%	7.4%	5.2%	-3.4%	-0.2%	17.0	6.7%	2.0
O=c1[nH]n(-c2ccccn2)c(=O)c2ccccc12	i	5.3%	5.6%	-4.6%	-0.6%	6.7%	11.0	x	0.0
CCOC(=O)c1c(NC(=O)c2ccco2)sc2c1CCCCC2	x	7.5%	11.4%	0.7%	-14.6%	5.5%	15.0	-3.4%	0.0
CCOc1ccccc1NC(=O)N1CCCC(c2nc3c(nnn3Cc3ccc(C)cc3)c(=O)[nH]2)C1 (stereo not given)	i	7.1%	-1.1%	-5.7%	2.3%	-12.0%	0.0	8.2%	8.0
COc1ccc(OC)c(NC(=O)NC2(C(F)(F)F)Oc3ccccc3O2)c1	i	-1.8%	-1.6%	-0.8%	11.7%	-0.8%	19.0	1.2%	17.0
Cc1cc(C)c2c(CC(=O)Nc3ccc(Cl)cn3)coc2c1	i	9.1%	0.9%	-3.9%	2.5%	7.6%	2.0	18.6%	8.0
COc1ccccc1NC(=O)COc1cccc(-n2cnnn2)c1	i	11.0%	-5.8%	-6.9%	39.3%	-5.1%	18.0	14.3%	0.0
COC(=O)COc1cc(C)cc2oc(=O)c(CC(=O)OC)c(C)c12	x	14.6%	7.3%	-3.0%	-2.7%	-2.9%	1.0	10.4%	11.0
COc1cc(OC)cc(C(=O)Nc2ncc3c(n2)CC(C)(C)CC3=O)c1	i	14.4%	-4.2%	-3.7%	1.3%	-1.6%	11.0	10.3%	8.0
CCc1cc2c(CN3CCN(C)CC3)cc(=O)oc2cc1O	x	6.2%	0.0%	-0.9%	1.5%	0.6%	6.0	x	9.0
CCOC(=O)C1CCCN(c2c(Nc3ccc(C)c(C)c3)c(=O)c2=O)C1 (stereo not given)	i	12.0%	13.9%	0.4%	-2.8%	0.5%	0.0	17.5%	8.0	Spn PMK inh pilot replicates=0.0;MK inhibit pilot replicates=2.5;DPM-DC inhibit pilot screen %=0.0
CCOC(=O)Cc1csc(NC(=O)C2CCCN(S(=O)(=O)c3cnc[nH]3)C2)n1 (stereo not given)	i	8.2%	0.6%	6.4%	-3.0%	3.5%	8.0	18.7%	0.0

The results go on.
SMILES	DPM-DC inhibit	Alkaline phosphatase	KRASV12 cytotoxicity	Bfl-1 inhibitors	HT1080 cytotoxicity	HPDE-C7 viability	Spn PMK inh	LYP phosphatase	MK inhibit	others
Cc1cc(C)nc(-n2nc(C)c3c(C(F)F)cc(C)nc32)n1	i	17.8%	-6.8%	-2.3%	-6.1%	4.6%	9.0	9.7%	2.0
O=C(Nc1c(Cl)cc(Cl)cc1C(=O)NCC1CCCO1)c1ccco1 (stereo not given)	i	5.4%	0.6%	-3.6%	1.4%	3.7%	15.0	12.8%	8.0
COc1cc(C2C(C#N)=C(N)Oc3cc(C)n(CCN4CCOCC4)c(=O)c32)cc(OC)c1OC (stereo not given)	i	8.7%	-12.2%	28.4%	-4.0%	-14.5%	3.0	7.6%	4.0
O=C(CCc1nc2ccccc2s1)OCC(=O)N1CCN(C(=O)c2ccco2)CC1	i	9.3%	5.3%	-3.9%	5.3%	3.5%	8.0	-13.6%	1.0	Spn PMK inh pilot replicates=0.0;MK inhibit pilot replicates=0.0;DPM-DC inhibit pilot screen %=1.0
C=C(C)Cn1c(N(CCO)Cc2ccccc2)nc2c1c(=O)[nH]c(=O)n2C	i	1.4%	4.7%	3.9%	-2.1%	-0.8%	0.0	7.8%	10.0
CCOC(=O)C1CCN(S(=O)(=O)c2cc(Br)cc3c2N(C(=O)C2CC2)CC3)CC1	i	1.6%	11.2%	-5.8%	-3.5%	8.3%	0.0	x	5.0
CCc1ccc(C2CC(c3ccc(F)cc3)Nc3nc(N)nn32)cc1 (stereo not given)	i	9.9%	4.5%	-3.2%	1.5%	-8.8%	7.0	0.7%	7.0
Cc1ccc(NC2=NC(C(=O)Nc3ccc(C)c(C)c3)CC(=O)N2)cc1 (stereo not given)	i	6.4%	-10.5%	-5.2%	2.3%	-8.3%	8.0	17.1%	12.0
Nc1nc(N2CCN(C/C=C/c3ccccc3)CC2)nc2ccccc12	i	10.5%	33.4%	-6.3%	4.3%	15.3%	5.0	9.1%	10.0	Spn PMK inh pilot replicates=0.5;MK inhibit pilot replicates=0.0;DPM-DC inhibit pilot screen %=4.0
Cc1ccc(C)c(S(=O)(=O)n2cnc3ccccc32)c1	i	10.7%	-0.8%	-0.3%	26.7%	5.1%	5.0	5.3%	5.0	Spn PMK inh pilot replicates=0.0;MK inhibit pilot replicates=0.0;DPM-DC inhibit pilot screen %=0.0
CCOc1cc(C(=O)N2CCN=C2SC)cc(OCC)c1OCC	i	1.8%	31.3%	-6.1%	10.1%	-6.3%	13.0	7.0%	6.0	Spn PMK inh pilot replicates=0.0;MK inhibit pilot replicates=0.0;DPM-DC inhibit pilot screen %=0.0
Cc1cc(=O)oc2cc(OCC(=O)NCCCN3CCOCC3)ccc12	i	-1.8%	-13.5%	5.4%	0.7%	-1.1%	5.0	2.6%	7.0
N[C@@H](Cc1ccc(O)c(I)c1)C(=O)O	i	19.2%	-4.9%	-9.5%	-5.4%	-10.4%	18.0	11.0%	7.0	Spn PMK inh pilot replicates=0.5;MK inhibit pilot replicates=0.0;DPM-DC inhibit pilot screen %=0.0
CC(=O)N1CCc2cc(S(=O)(=O)CCC(=O)NCc3cccs3)ccc21	i	8.6%	-13.5%	5.6%	-2.6%	-15.7%	11.0	6.0%	9.0
O=C(NCc1ccco1)c1noc2c1CCCC2	i	10.6%	-6.4%	9.6%	-2.5%	-0.8%	6.0	4.2%	4.0
Cc1cc(C)cc(OCc2nnc(SCC(=O)c3ccccc3)o2)c1	i	1.0%	4.1%	-6.4%	-5.0%	11.0%	15.0	17.2%	10.0
Cc1nc(COC(=O)c2ccc(CO)cc2)cs1	i	2.9%	-2.6%	0.7%	-6.0%	0.1%	11.0	x	4.0
CCCCOc1ccccc1C1NC(=O)NC(C)=C1C(=O)OCCOC (stereo not given)	i	8.0%	-5.2%	-1.2%	-8.1%	-10.5%	1.0	x	2.0
CCS(=O)(=O)N1Cc2ccccc2CC1C(=O)N1CCN(c2ccccc2)CC1 (stereo not given)	i	x	x	x	1.7%	x	8.0	x	5.0
Cc1csc(SCCN2C(=O)c3ccccc3C2=O)n1	i	1.5%	-33.0%	-2.9%	5.8%	-6.2%	12.0	3.0%	5.0
Cc1c2c(nc3nc4ccccc4n13)CCCC2=O	i	14.6%	3.5%	-2.0%	-27.0%	-0.3%	8.0	9.7%	5.0
COc1cccc2[nH]c3c(N4CCCC(C)C4)ncnc3c12 (stereo not given)	x	11.5%	x	-3.1%	7.0%	x	10.0	x	9.0
O=S(=O)(c1ccc(-c2cn3ccccc3n2)cc1)N1CCOCC1	x	6.7%	-9.8%	-0.9%	x	-2.8%	0.0	11.1%	10.0
C=CCN(C(=O)c1ccccc1)c1ccc(OC)cc1	i	11.7%	6.5%	3.3%	x	1.3%	0.0	-4.8%	0.0
O=C1c2ccccc2C(=O)N1CCCn1nnc(-c2ccc(N3CCOCC3)cc2)n1	i	12.0%	2.4%	-5.6%	5.2%	-11.8%	11.0	8.6%	2.0	Spn PMK inh pilot replicates=3.5;MK inhibit pilot replicates=0.0;DPM-DC inhibit pilot screen %=0.0
CC(=O)c1cccc(NC(=O)Nc2cccnc2)c1	+	-5.5%	-10.1%	-5.2%	1.3%	-10.0%	3.0	13.0%	1.0
Nc1c(S(=O)(=O)c2cccs2)c2nc3ccccc3nc2n1CC1CCCO1 (stereo not given)	x	18.7%	3.4%	-11.4%	0.5%	7.9%	10.0	7.4%	9.0	Spn PMK inh pilot replicates=1.5;MK inhibit pilot replicates=1.0
N=c1c2c3c(sc2ncn1CCN1CCOCC1)CCCCC3	i	2.4%	0.1%	-3.4%	6.9%	-10.6%	0.0	x	6.0
CC(C)OC(=O)CSc1nnc(Cc2ccccc2)n1C	i	1.9%	-5.1%	-1.5%	3.9%	-1.3%	17.0	x	5.0
